POLH inh: DNA polymerase eta (human) inhibition; Q9Y253; Potency, µM (top dose mostly 114 µM), for inactives: at the highest dose activity change, negative = inhibition, usual class: inhibitors; recombinant Pol eta, fluorescent DNA replication assay; hit rate 1.2% among 390,000; AID 588591; note: potency is the fitted concentration of half-maximal effect; % is set by controls: 0 for no effect and ±100 for the full control effect
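Pol eta (10 nM) was preincubated with compounds for 15 min at room temperature, after which fluorescent replication substrate (50 nM final) was added to start the reaction. Fluorescence was read kinetically at 0 and 10 min.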
JMJD2A Tudor: blocks the human JMJD2A Tudor domain; AlphaScreen JMJD2A-Tudor / H3K4me3 peptide binding; Potency, µM (top dose mostly 114 µM), inactives show at the top dose activity change, negative = inhibition, usual class: inhibitors; hit rate 4.4% among 390,000; AID 504339; note: potency is the fitted concentration of half-maximal effect; % is set by controls: 0 for no effect and ±100 for the full control effect; nearly all actives have a fitted effect of over 50% in size
BAZ2B inh: BAZ2B (human) inhibition. Q9UIF8. AlphaScreen BAZ2B-H3K14Ac peptide displacement. Potency, µM (doses to about 114 µM), for inactives: at the highest dose activity change, negative = inhibition, most hits filed as inhibitors. hit rate 4.4% among 360,000. AID 504333; note: potency is the fitted concentration of half-maximal effect; % is set by controls: 0 for no effect and ±100 for the full control effect; nearly all actives have a fitted effect of over 60% in size
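Inhibition is scored as reduced AlphaScreen emission. The BAZ2B/b-H3(5-23)K14Ac complex (50 nM each) in PBS pH 7.4, 0.01% Tween-20 meets compound (up to 110 uM) for 30 min at RT before bead addition.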
Pin1 inh: human Pin1 inhibition; Pin1 FP peptide displacement, HiFluor488, 10 min; hit rate 0.009% among 390,000; Potency, µM (highest dose often 115 µM), inactives show at the highest dose activity, negative = inhibition, usual class: inhibitors; Q13526; active = well fitted inhibition curve with a large enough effect in the polarisation, with a control signal flat, not every such curve was filed as active; inconclusive = small, poorly fitted or top-dose-only effect, or effect the other way, or a change in a side signal; inactive = no such curve, though single readings can be large or run the other way; the % refers to the polarisation; note: potency is the fitted concentration of half-maximal effect; % is set by controls: 0 for no effect and ±100 for the full control effect
Target sequence (Q13526 whole entry, looked up): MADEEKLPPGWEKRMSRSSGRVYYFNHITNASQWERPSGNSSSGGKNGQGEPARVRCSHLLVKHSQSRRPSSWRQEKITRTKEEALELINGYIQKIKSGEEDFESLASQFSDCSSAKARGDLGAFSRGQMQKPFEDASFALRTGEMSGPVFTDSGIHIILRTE
HP1b chromo inh: HP1-beta chromodomain-methylated histone interaction inhibition. AlphaScreen HP1-beta / biotin-H3K9me3 peptide binding. Potency, µM (highest dose often 114 µM), for inactives: top-dose activity change, negative = inhibition, actives largely listed as inhibitors. hit rate 0.56% among 390,000. AID 540317; note: potency is the fitted concentration of half-maximal effect; nearly all actives have a fitted effect of over 70% in size; inactives centre near 23
Target sequence (P83916 whole entry, looked up): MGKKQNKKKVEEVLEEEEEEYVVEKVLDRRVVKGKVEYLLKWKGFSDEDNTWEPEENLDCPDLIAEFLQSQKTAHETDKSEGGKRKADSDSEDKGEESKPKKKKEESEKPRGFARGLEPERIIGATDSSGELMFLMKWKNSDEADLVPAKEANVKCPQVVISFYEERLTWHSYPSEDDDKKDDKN
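Compound inhibition of the preformed complex between 50 nM HP1-beta and 50 nM biotinylated H3K9me3 peptide was read by AlphaScreen. Buffer was PBS pH 7.4 with 0.01% Tween-20. Incubations ran 30 min at room temperature, with 10 ug/mL donor/acceptor beads.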
PI4K2A block: PI4K2A (human) kinase inhibition; hit rate 0.13% among 420,000; activity change, negative = inhibition, % at 76.9 µM; purified PI4K2A, ADP-Glo luminescence, 1 h; active compounds read low; AID 1346378; Q9BTU6; in the data active = activity change below about -50%; inconclusive = mostly about -30% to -49%;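 note: -100% = wells without enzyme as full effect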
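In this quantitative HTS, ADP production by PI4K2A was quantified luminescently after 1 h at ambient temperature; 100 microM adenosine served as plate-quality control.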
GLS inhibitor: glutaminase GLS (human) inhibition; AID 624170; Potency, µM (series often up to 45.5 µM), for inactives: at the highest dose activity change, negative = inhibition, usual class: inhibitors; GLS enzymatic activity, qHTS titration; hit rate 0.21% among 410,000; note: potency is the fitted concentration of half-maximal effect; % is set by controls: 0 for no effect and ±100 for the full control effect
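Read-out is an Amplex red fluorescence increase coupled through glutamate oxidase and HRP, measured before and after 30 min room-temperature incubation. hKGA is in 45 mM KH2PO4 (pH 8.2) with 0.02% Tween-20; glutamine added as 1mM solution.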
Tb PGK inh: T. brucei PGK inhibition; P07378; PGK/GAPDH coupled, Kinase-Glo luminescence, 60 min; Potency, µM (series often up to 57.5 µM), inactives show top-dose activity change, negative = inhibition, usual class: inhibitors; hit rate 0.043% among 380,000; AID 602233; note: potency is the fitted concentration of half-maximal effect; % is set by controls: 0 for no effect and ±100 for the full control effect; nearly all actives have a fitted effect of over 60% in size
Target sequence (P07378 whole entry, looked up): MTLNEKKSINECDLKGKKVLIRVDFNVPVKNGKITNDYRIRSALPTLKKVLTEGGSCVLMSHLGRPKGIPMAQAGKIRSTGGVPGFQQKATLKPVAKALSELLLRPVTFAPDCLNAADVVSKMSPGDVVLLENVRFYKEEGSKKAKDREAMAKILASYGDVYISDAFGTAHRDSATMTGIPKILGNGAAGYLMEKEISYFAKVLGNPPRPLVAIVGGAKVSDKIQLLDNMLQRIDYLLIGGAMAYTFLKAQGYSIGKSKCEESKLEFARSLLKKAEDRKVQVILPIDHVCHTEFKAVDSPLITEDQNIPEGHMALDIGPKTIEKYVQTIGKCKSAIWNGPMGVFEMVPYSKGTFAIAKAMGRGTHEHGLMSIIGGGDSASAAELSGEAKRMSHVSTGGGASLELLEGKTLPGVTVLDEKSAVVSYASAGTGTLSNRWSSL
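Luminescent ATP detection (Kinase-Glo Plus) follows a 60-minute room-temperature incubation, with wells lacking PGK as controls. Buffer: 100 mM TEA (pH 7.6), 5 mM MgCl2, 0.01% Tween-20. Coupling enzyme GAPDH (100 nM final) supplies unstable 1,3-BPG in-well.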
G9a block: inhibitors of human histone lysine methyltransferase G9a; Q96KQ7; G9a H3K9 monomethylation, AlphaScreen, 2 h; Potency, µM (series often up to 102 µM), inactives show at the highest dose activity, negative = inhibition, usual class: inhibitors; hit rate 8.8% among 350,000; AID 504332; note: potency is the fitted concentration of half-maximal effect; % is set by controls: 0 for no effect and ±100 for the full control effect; nearly all actives have a fitted effect of over 75% in size
Target sequence (Q96KQ7 913-1193 limits assumed): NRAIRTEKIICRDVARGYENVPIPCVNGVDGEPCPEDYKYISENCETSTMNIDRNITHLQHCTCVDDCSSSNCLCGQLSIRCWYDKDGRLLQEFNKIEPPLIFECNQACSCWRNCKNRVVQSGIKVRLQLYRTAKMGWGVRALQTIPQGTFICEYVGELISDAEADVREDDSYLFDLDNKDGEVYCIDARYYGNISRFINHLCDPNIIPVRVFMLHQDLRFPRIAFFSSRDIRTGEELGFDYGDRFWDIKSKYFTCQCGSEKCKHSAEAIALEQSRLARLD
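Readings reflect AlphaScreen signal from monomethyl-H3K9 antibody detection. HMT at 20 nM; substrate b-H3K9 500 nM; cofactor SAM 20 uM; 2 h RT reaction; compounds tested as titrations in qHTS with 15 min preincubation.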
* = called active by the depositor; i = inactive; ? = inconclusive; . = no result given; [ ] = dose if it differs, or a comment. Unless noted, calls come from the whole dose curve; as a rule, active = well fitted curve in the direction sought with a large enough effect; inconclusive = small, poorly fitted or top-dose-only effect, or another doubt; inactive = no such curve, though single readings can be large; an effect the other way counts as inactive or inconclusive. The list is partial (hit frequency here may not be typical).

| POLH inh | JMJD2A Tudor | BAZ2B inh | Pin1 inh | HP1b chromo inh | PI4K2A block | GLS inhibitor | Tb PGK inh | G9a block | canonical_smiles |
| --- | --- | --- | --- | --- | --- | --- | --- | --- | --- |
| 50.1µM* | 28.2µM* | 8.91µM* | . | 15.8µM* | 2.7 | 2.4% | -2.1% | . | COc1cc(/C=C2\SC(=O)N(Cc3ccc(F)cc3)C2=O)cc([N+](=O)[O-])c1O |
| -2.7% | -14.5% | -31.3% | 10.6% | 30.5%[57 µM] | -1.0 | 5.0% | 0.4% | . | Cc1ccc(S(=O)(=O)c2nnn3c2nc(N2CCOCC2)c2ccccc23)c(C)c1 |
| 0.3% | -13.4% | 14.2% | -6.7% | 15.3% | -1.3 | -1.4% | i | -26.7% | O=C(NCCCN1CCOCC1)c1csc2c1CCCC2 |
| -5.0% | -13.1% | -18.7% | -1.9% | 26.5% | 1.4 | -7.2% | -2.6% | 17.7% | O=C(NNC(=O)C1CC1c1ccccc1)c1ccccc1F (stereo not given) |
| -18.5% | -26.5% | ? | -4.4% | 10.4% | -9.6 | 15.9% | -8.4% | ? | COc1ccccc1C1C2=C(N=C3SCC(=O)N31)c1ccccc1CC2 (stereo not given) |
| -7.3% | -12.5% | 5.6% | -7.9% | 5.9% | 1.1 | -10.8% | i | -10.0%[59 µM] | COc1ccc(CNC(=O)CN(c2cc(C(F)(F)F)ccc2Cl)S(C)(=O)=O)cc1 |
| -15.0% | 4.2% | -12.1% | 0.5% | 25.7% | -12.5 | -0.8% | -10.4% | 12.5% | O=C(NCc1ccccc1)c1nccnc1CO |
| -11.1% | -10.9% | 1.5% | 1.8% | -2.6% | 3.0 | -17.5% | -7.8% | -5.2%[59 µM] | COc1cc(C(C(=O)NC2CCCC2)N(CCO)C(=O)Cn2nnc(-c3ccc(C)o3)n2)ccc1O (stereo not given) |
| -4.9% | -17.0% | -13.5% | 2.9% | 20.8% | 1.0 | 14.2% | -9.5% | 15.7%[12.7 µM] | CCn1c(CNc2ccc(Cl)cc2)nnc1SCC#N |
| ? | -23.4% | 1.4% | 22.9% | 28.5% | -10.4 | -1.0% | i | ? | COc1cccc(NC(=O)CN(C)C(=O)c2ccc(COc3ccccc3)cc2)c1 |
| -4.0% | -8.1% | 5.7% | -5.7% | 45.4%[activator] | -15.0 | 2.2% | 2.7% | 5.9%[12.7 µM] | COc1ccc(NC(=O)c2ccc3c(c2)C(=O)N(Cc2cccnc2)C3=O)cc1 |
| -20.5% | -6.9% | -18.0% | -0.2% | 26.4% | 7.1 | 3.4% | 0.2% | -17.5% | Cc1cccc(NC(=O)NCC(c2ccco2)N2CCCCC2)c1 (stereo not given) |
| -12.2% | -18.6% | -1.8% | -7.2% | 34.2% | 0.2 | -1.1% | i | 0.9% | O=C(NCCCN1CCOCC1)/C(=C/c1cccnc1)NC(=O)c1ccccc1 |
| -3.4% | 4.8% | -25.1% | 1.3% | 24.7% | -12.6 | 0.5% | -0.7% | 19.6%[12.7 µM] | O=C(N/N=C/c1ccc2nccnc2c1)c1ccc(Br)cc1 |
| -5.7% | . | . | . | . | -2.1 | 0.8% | i | . | C=CCn1c(C)nnc1SCC(=O)N1c2ccccc2NC(=O)C1(C)C |
| -12.9% | -5.7% | 9.7% | -5.4% | 26.5% | 4.6 | -2.6% | 2.2% | -0.5%[59 µM] | Cc1cccc(N=C2NC(=O)CS2)c1C |
| -19.1% | -11.7% | -7.8% | 1.6% | 42.6%[activator] | 10.3 | 18.1% | -5.7% | . | C=CCc1cccc(CNn2cnnc2)c1O |
| 31.6µM* | ? | . | 0.4% | -8.6% | -1.3 | -2.7% | -18.1% | ? | CCOCCCNC(=O)c1c[nH]c2ccc(S(=O)(=O)Nc3cccc(Cl)c3C)cc2c1=O |
| -6.8% | -19.9% | 8.1% | ? | 27.8% | 11.7 | -5.6% | 0.5% | 10.7%[12.7 µM] | COc1ccc(-c2cc(C(F)(F)F)nc(-n3cc(Cl)cn3)n2)cc1 |
| 2.2% | -17.6% | -7.7% | -1.5% | 21.7% | 2.4 | -3.4% | -5.3% | -11.7% | CCC(C)Sc1nc2c(c(=O)n1C)SC(C)C2 (stereo not given) |
| -15.5% | -24.0% | -28.0% | -6.6% | 17.8%[57 µM] | -1.7 | 20.5% | -0.8% | -11.3%[59 µM] | CC1CCCN(c2csc3ccccc3c2=O)C1 (stereo not given) |
| ? | -31.7% | -37.6% | -0.4% | 3.2% | 6.2 | 2.3% | 1.0% | . | Cn1cc(CNC(=O)c2cc(COc3ccc4c(c3)CCCC4)on2)cn1 |
| -15.8% | -11.5% | 0.8% | 6.7% | 34.8% | 3.5 | -5.1% | -4.0% | 7.8%[2.33 µM] | CCn1c(CCNC(=O)c2ccc(Cl)c(Cl)c2)nnc1SCCOc1ccc(OC)cc1 |
| -17.7% | -10.7% | -1.8% | 6.4% | 11.1% | 7.7 | 6.9% | 0.9% | ? | Cc1ccc(CSCCNC(=O)CN(c2cccc(C)c2C)S(=O)(=O)c2ccccc2)cc1 |

An excerpt from above with just GLS inhibitor, G9a block and Pin1 inh.
molecule,GLS inhibitor,G9a block,Pin1 inh
CCC(C)Sc1nc2c(c(=O)n1C)SC(C)C2 (stereo not given),-3.4%,-11.7%,-1.5%
CC1CCCN(c2csc3ccccc3c2=O)C1 (stereo not given),20.5%,-11.3%[59 µM],-6.6%
Cn1cc(CNC(=O)c2cc(COc3ccc4c(c3)CCCC4)on2)cn1,2.3%,.,-0.4%

Continued:
| POLH inh | JMJD2A Tudor | BAZ2B inh | Pin1 inh | HP1b chromo inh | PI4K2A block | GLS inhibitor | Tb PGK inh | G9a block | canonical_smiles |
| --- | --- | --- | --- | --- | --- | --- | --- | --- | --- |
| -8.4% | -8.2% | -4.3% | -1.3% | 29.8% | 1.6 | 1.5% | i | -25.1%[59 µM] | Cn1cc(CNC(=O)C2CCCCC2)cn1 |
| -17.7% | -7.9% | 4.7% | -2.6% | 38.6% | 2.3 | 11.7% | -2.6% | -6.0%[59 µM] | COc1ccc(C(=O)NCCn2ccc3ccccc32)cc1 |
| -15.3% | -2.7% | . | 0.0% | 12.3% | -3.1 | 0.0% | -6.7% | . | Cc1ccc(NC(=O)COC(=O)c2nn(C)c(=O)c3ccccc23)cc1F |
| -12.1% | -15.2% | -2.7% | 2.8% | 19.7% | 3.6 | 0.1% | -6.6% | 27.2% | CCOc1ccc2nc(Cl)c(CN(C(C)=O)C3CCCCC3)cc2c1 |
| -3.0% | 89.1µM* | -3.1% | -10.1% | 2.2% | 1.9 | 2.6% | -0.1% | . | O=C(Nc1c2c(nn1-c1ccc(F)cc1)CS(=O)C2)c1ccc2c(c1)OCO2 (stereo not given) |
| -16.2% | -15.2% | 4.9% | 2.0% | 58.7%[activator] | -0.1 | 1.0% | -2.1% | 11.8% | COc1cc(C(=O)NCCC(=O)N2CCCCC2)cc(OC)c1OC |
| -6.6% | -16.8% | -10.8% | 1.5% | -2.0% | 1.2 | 8.4% | -5.3% | . | CC(C)Oc1ccc(CN2CCC(n3nccc3NC(=O)CCc3ccccc3)CC2)cc1 |
| -27.4% | -3.0% | -8.9% | 53.7%[activator] | 20.4% | 3.9 | 5.4% | 3.2% | -5.2%[0.501 µM] | COc1cccc(-c2nn(-c3ccccc3)cc2CN(C)C(C)c2ccncn2)c1 (stereo not given) |
| 4.0% | -15.1% | -11.9% | 7.0% | -3.6% | -0.1 | -4.1% | -5.7% | 7.2% | Cc1c(C(=O)N2CCOCC2)sc(NC(=O)c2ccccc2F)c1C#N |
| -14.3% | -2.8% | -1.6% | -4.8% | 19.8% | -2.1 | -0.5% | i | -3.9% | COc1ccc(NC(=O)CCNC(=O)c2ccco2)cc1OC |
| -4.3% | -5.5% | 2.6% | -0.9% | 12.9%[57 µM] | -2.1 | 9.4% | i | -0.6%[59 µM] | O=C(NCCc1ccccc1)c1ccc2c(c1)nc1n2CCOC1 |
| -22.5% | -12.0% | -31.1% | -17.2% | 42.4%[activator] | 0.2 | -2.4% | 2.5% | ? | Cc1cccc(CCNC(=O)CC2C(=O)NCCN2Cc2ccc(F)c(F)c2)n1 (stereo not given) |
| -11.2% | ? | ? | -3.9% | -24.5% | -3.9 | 6.5% | -1.4% | ? | CCOC(=O)c1c(C)n(CC)c2ccc(OC(=O)c3ccc([N+](=O)[O-])cc3)cc12 |
| -3.0% | 7.94µM* | -27.4% | 3.5% | 36.7%[activator] | -3.3 | -5.0% | -7.0% | 2.51µM* | COc1ccccc1-c1n[nH]c(=S)n1-c1ccccc1 |
| -25.5% | 0.0% | -2.8% | -3.2% | 31.7% | -1.9 | -13.1% | -2.1% | 8.1%[59 µM] | O=C(NCC(c1cccs1)S(=O)(=O)c1cccs1)c1ccccc1 (stereo not given) |
| -2.1% | -17.2% | 12.0% | 1.5% | 13.4% | 7.6 | 3.7% | . | 7.0%[59 µM] | COC(=O)c1ccccc1NC(=O)COc1ccc(S(=O)(=O)N2CCCC2)cc1C |
| -10.0% | -6.9% | -4.3% | 0.3% | 18.6% | -4.9 | -5.1% | -5.1% | 10.2% | CCN(CC)c1ccc(C(=O)c2cnc(/N=C/N(C)C)s2)cc1 |
| ? | -21.3% | 4.8% | -10.2% | 53.0%[activator] | 4.3 | 8.8% | -2.7% | ? | O=C(CN1C(=O)NC2(CCCCCCC2)C1=O)N1CCN(C(=O)c2ccco2)CC1 |
| -13.8% | -3.8% | 0.6% | -5.8% | 10.9% | -0.9 | 0.2% | -9.2% | ? | CC1(C)Cc2c(sc3nc(-c4ccccc4)oc(=O)c23)CO1 |
| -15.9% | -2.7% | 13.6% | -12.4% | 39.5%[activator] | -5.4 | 17.5% | 2.4% | . | Cc1ccc(C(C)C)c(OCC(O)CN2CCc3ccccc3C2)c1 (stereo not given) |

Bioassay records as filed in PubChem BioAssay.
